Bioassay records deposited in PubChem by several laboratories.
NR1D1 modulator = modulators of Rev-erb alpha DNA binding, primary screen, biochemical, FITC-DNA, fluorescence polarization, uHTS. Nuclear receptor subfamily 1 group D member 1 (Homo sapiens), P20393. Rev-erbα–FITC-DNA binding, 90 min. activity, % at 10 µM. 370,000 compounds, 0.79% hits. AID 1259318, 2017;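 active = activity above about 14%, limit read from the data; passing the limit was not always enough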;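 also: 0% = DMSO wells with 35 nM protein and 100% = DMSO wells with 750 nM protein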
NPR1 activator = GC-A stimulated cGMP production enhancers – HEK293 GC-A cells, cGMP TR-FRET, EC30 ANP, primary screen; 0% at EC30 ANP, 100% saturating ANP; activation, % at 10 µM; Atrial natriuretic peptide receptor 1 (Homo sapiens), P16066; 370,000 compounds, 0.14% hits; in the data active = activation above about 40%
rCAG RNA binder = binders of r(CAG) RNA repeats, primary screen, biochemical, fluorescence. r(CAG) RNA repeat, TO-PRO-1 dye displacement fluorescence. 370,000 compounds, 1.3% hits. inhibition, % at 3 µM. AID 651821, 2012;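 active = inhibition above the plate cutoff, the mean of all test compounds on that plate plus 3 SD, cut at about 35% in these data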;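 also: 0% = DMSO alone and 100% = 100 µM mitoxantrone as full dye displacement; higher means more dye released from RNA so lower well fluorescence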
ASAP1 inh = inhibitors of human ASAP1 ArfGAP activity, primary screen, biochemical, fluorescence polarization | ASAP1-stimulated ARF1 GTP hydrolysis, GDP FP detection | inhibition, % at 16.5 µM | Arf-GAP with SH3 domain, ANK repeat and PH domain-containing protein 1 (Homo sapiens), … | AID 624377, 2012 | 360,000 compounds, 0.19% hits; in the data active = inhibition above about 25%;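 also: 0% = vehicle with enzyme and substrate and 100% = no enzyme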
Target sequence (Q9ULH1 325-724 limits assumed): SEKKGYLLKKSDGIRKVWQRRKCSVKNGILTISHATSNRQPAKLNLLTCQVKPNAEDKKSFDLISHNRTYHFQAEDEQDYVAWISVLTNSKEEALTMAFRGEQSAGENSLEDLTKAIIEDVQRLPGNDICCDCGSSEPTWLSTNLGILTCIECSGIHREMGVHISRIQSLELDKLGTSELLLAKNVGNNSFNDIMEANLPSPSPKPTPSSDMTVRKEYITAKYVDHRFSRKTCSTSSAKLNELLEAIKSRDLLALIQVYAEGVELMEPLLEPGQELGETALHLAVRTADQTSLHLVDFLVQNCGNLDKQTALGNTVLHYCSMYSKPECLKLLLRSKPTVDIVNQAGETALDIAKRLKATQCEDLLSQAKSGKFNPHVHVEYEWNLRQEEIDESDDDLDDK
SMARCA2 activ = SMARCA2 (BRM) function activators, primary screen, cell-based, luminescence, high throughput. AID 652017, 2013. MG213 cells, MMTV-luciferase reporter, dexamethasone, overnight. 370,000 compounds, 1% hits. activation, % at 9.1 µM; in the data active = activation above about 7.8%;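 also: 0% = vehicle wells and 100% = reference activator wells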
GC-B act = human GC-B receptor activators, primary screen, HEK293 GC-B cells, cGMP TR-FRET, EC30 CNP. AID 1920062, 2024. 0% at EC30 CNP, 100% saturating CNP. 370,000 compounds, 0.11% hits. activation, % at 10 µM;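 active = activation at 10 µM reaching about 35% in either raw or pattern-adjusted values, limit read from the data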
HTRA1 inh = HTRA1 serine protease inhibitors, primary screen, biochemical, fluorescence polarization, HTS | recombinant HTRA1, FP-rhodamine activity-based probe | inhibition, % at 5.96 µM | 340,000 compounds, 0.5% hits; in the data active = inhibition above about 36%;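 also: 0% = enzyme with DMSO and 100% = wells lacking enzyme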
Target sequence (Q92743 whole entry, looked up): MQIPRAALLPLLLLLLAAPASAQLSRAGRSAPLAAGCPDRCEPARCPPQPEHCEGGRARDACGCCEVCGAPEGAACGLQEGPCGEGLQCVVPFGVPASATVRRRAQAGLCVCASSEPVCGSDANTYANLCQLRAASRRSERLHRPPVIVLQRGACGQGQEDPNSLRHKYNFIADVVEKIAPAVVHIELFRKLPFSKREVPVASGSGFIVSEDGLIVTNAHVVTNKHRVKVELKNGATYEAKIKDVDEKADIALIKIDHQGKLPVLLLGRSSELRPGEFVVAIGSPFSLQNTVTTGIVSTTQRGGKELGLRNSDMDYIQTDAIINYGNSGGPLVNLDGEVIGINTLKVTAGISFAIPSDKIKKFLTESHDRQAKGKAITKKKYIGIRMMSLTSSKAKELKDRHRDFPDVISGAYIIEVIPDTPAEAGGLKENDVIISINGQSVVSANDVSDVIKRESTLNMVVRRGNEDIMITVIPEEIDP
PG9 Ab binder = binders of HIV-1 gp120 antibody PG9, primary screen, biochemical, TR-FRET; AID 624416, 2012; inhibition, % at 6.7 µM; HIV-1 gp120 / PG9 antibody interaction; TR-FRET gp120-PG9 antibody binding; 360,000 compounds, 0.43% hits; in the data active = inhibition above about 8.5%
mABHD4 FP = ABHD4 inhibitors, primary screen, biochemical, fluorescence polarization, mouse | purified mABHD4, FP-Rh probe fluorescence polarization | inhibition, % at 8.92 µM | 370,000 compounds, 0.54% hits | AID 720543, 2013;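 active = inhibition exceeding the mean over every tested compound plus 3 SD, cut at about 30% in these data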;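 also: 0% = plate median of compound wells and 100% = S159A mutant with DMSO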
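Assay system: Wild-type mouse ABHD4 protein | Medium: HEPES pH 7.0 buffer, 150 mM NaCl, 0.01% Pluronic F-127 | Incubation: Enzyme–compound pre-incubation 45 min, then probe 60 min, both 25 °C | Technique: Fluorescence polarization with parallel and perpendicular emission, 525/598 nm | Evaluation: % inhibition of FP-Rh probe binding versus controls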
ARFGAP1 inhibitor = inhibitors of rat ARFGAP1 GAP activity, primary screen, biochemical, fluorescence polarization, GDP tracer; AID 651572, 2012; Arfgap1-stimulated ARF1 GTP hydrolysis, GDP FP detection; inhibition, % at 16.5 µM; 360,000 compounds, 0.26% hits; ADP-ribosylation factor GTPase-activating protein 1 (Rattus norvegicus), Q62848;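 active = inhibition above a per-plate limit, mean inhibition of low control wells plus 3 SD, cut at about 25% in these data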;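 also: 0% = DMSO wells with enzyme and 100% = wells lacking Arfgap1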
Target sequence (Q62848 1-136 limits assumed): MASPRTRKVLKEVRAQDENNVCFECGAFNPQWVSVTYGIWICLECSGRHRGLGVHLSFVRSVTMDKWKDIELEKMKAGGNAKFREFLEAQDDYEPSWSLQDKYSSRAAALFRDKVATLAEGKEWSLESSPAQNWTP
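Material: rat Arfgap1 GAP domain (His6, aa 1-136), purified enzyme. Also added: human ARF1(Δ1-17)-GTP substrate. Compound dosing: 16.5 µM single point, 1.26% DMSO. Timing: enzyme reaction 120 min at 25 °C after 20 min preincubation. Signal: GDP detection by fluorescence polarization. Read-out basis: percent inhibition of GAP-stimulated GDP formation, scaled between DMSO and no-Arfgap1 medians.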
An asterisk follows results filed as active; x = not tested or not shown.

entry	SMILES	NR1D1 modulator	NPR1 activator	rCAG RNA binder	ASAP1 inh	SMARCA2 activ
1	O=C(CSc1cccc2cccc(Cl)c12)OCC(=O)N1CCN(C(=O)c2ccco2)CC1	1	-1	3	-8	-2
2	C=CCN1c2ccccc2[C@]23C[C@@H](C(=O)OC)N(C(=O)CC(C)C)C2=NC(C(=O)OC)=C(C(=O)OC)[C@H]13	-5	-13	-5	-20	0
3	O=C(NCCCn1ccnc1)c1cc(C2CC2)on1	-2	1	2	4	-2
4	CCCCn1c(=S)[nH]c2cc(S(=O)(=O)N3CCOCC3)ccc21	2	-2	7	-3	-3
5	O=c1c2ccccc2nc(-c2ccc(Cl)cc2Cl)n1O	-2	0	-1	8	-5
6	Cc1nnc(SCC(=O)Nc2nc(C(C)(C)C)cs2)s1	4	3	0	9	2
7	CCCCC(=O)Nc1ccc(C(=O)NN2C(=O)c3ccccc3C2=O)cc1	-7	6	-1	-9	-2
8	Fc1ccc(N2CCN(c3cnc4ccccc4n3)CC2)cc1	-1	-3	0	-12	1
9	COC(=O)C1=C(C)Nc2nnnn2C1c1cccs1 (configuration not stated)	-1	5	0	10	-4
10	COc1cc(OC)c(/C=N/NC(=O)COc2cccc3cccnc23)c(OC)c1	-6	-2	-2	-7	-1

entry	GC-B act	HTRA1 inh	PG9 Ab binder	mABHD4 FP	ARFGAP1 inhibitor
1	-1	-6	-1.3	-2	-13
2	-18	-14	0.1	-5	-10
3	4	0	1.7	1	7
4	-10	-4	1.9	1	15
5	-1	1	0.8	-2	-16
6	0	-4	1.9	-18	2
7	0	3	0.1	1	0
8	-2	-1	0.4	-4	13
9	2	3	2.5	3	11
10	1	-4	-2.5	8	0

Next section.
entry	SMILES	NR1D1 modulator	NPR1 activator	rCAG RNA binder	ASAP1 inh	SMARCA2 activ
11	COc1ccc(NC(=O)CN(C)CC(=O)Nc2ccc(Cl)cc2[N+](=O)[O-])cc1	0	-1	-1	-6	1
12	COc1ccccc1C(=O)NNC(=O)C1CCCO1 (configuration not stated)	1	3	0	9	-3
13	COc1cccc(S(=O)(=O)Nc2ccc3c(c2)[C@@H]2C[C@@H](CC(=O)NCc4ccc(Cl)cc4)O[C@@H](CO)[C@@H]2O3)c1	-3	-3	8	1	-4
14	CCOC(=O)Cn1c(=O)c2c(nc(Br)n2CC(=O)OCC)n(C)c1=O	-4	3	1	-3	1
15	CC(C)CC(COCc1cccc(Cl)c1)N1CCN(C(=O)c2cccc(C(F)(F)F)c2)CCC1=O (configuration not stated)	-4	-5	-8	-2	-1
16	C#CCNC(=O)C[C@@H]1C[C@@]2(C(=O)OC)CC(C)(C)CC=C2N(Cc2ccccc2)C1=O	7	-11	-1	6	-3
17	COc1cc(/C=C/C(=O)O)cc(S(=O)(=O)Nc2ccc3[nH]c(=O)[nH]c3c2)c1OC	2	-3	3	3	2
18	Nn1c(SCC(=O)Nc2ccc(OC(F)F)cc2)nnc1-c1ccco1	10	-1	-1	-1	-1
19	CCOC(=O)C1=CCC(c2ccccc2)N(S(C)(=O)=O)C1 (configuration not stated)	-2	2	3	0	-2
20	COc1ccc(NC(=O)CSc2nc(NS(=O)(=O)c3ccc(C)cc3)cc(=O)[nH]2)cc1	9	-3	13	24	-4

entry	GC-B act	HTRA1 inh	PG9 Ab binder	mABHD4 FP	ARFGAP1 inhibitor
11	-2	-5	4.1	6	-4
12	1	0	1.0	-1	6
13	-1	x	-2.7	-11	3
14	-3	3	1.3	-8	5
15	1	-15	1.0	-12	5
16	5	x	-2.0	4	10
17	-7	-10	-3.2	4	6
18	1	0	1.8	1	7
19	-2	x	1.0	-1	5
20	0	-41	0.8	-25	14

Single records, as listed above. Order of values: NR1D1 modulator	NPR1 activator	rCAG RNA binder	ASAP1 inh	SMARCA2 activ	GC-B act	HTRA1 inh	PG9 Ab binder	mABHD4 FP	ARFGAP1 inhibitor
COc1ccc(NC(=O)CN(C)CC(=O)Nc2ccc(Cl)cc2[N+](=O)[O-])cc1 is listed with 0	-1	-1	-6	1	-2	-5	4.1	6	-4
COc1cc(OC)c(/C=N/NC(=O)COc2cccc3cccnc23)c(OC)c1 is listed with -6	-2	-2	-7	-1	1	-4	-2.5	8	0
CCOC(=O)C1=CCC(c2ccccc2)N(S(C)(=O)=O)C1 (configuration not stated) is listed with -2	2	3	0	-2	-2	x	1.0	-1	5

More records:
entry	SMILES	NR1D1 modulator	NPR1 activator	rCAG RNA binder	ASAP1 inh	SMARCA2 activ
21	Cc1nc(NC(=O)CN(C)S(=O)(=O)c2ccc(Br)cc2)sc1C	-4	-8	0	2	-5
22	Cc1nc2c(cc1C(=O)N/N=C/c1ccc(O)c(O)c1)c(=O)n(C)c(=O)n2C	2	-3	7	3	-5
23	CC(C)(C)N1CC(c2nc3ccccc3n2Cc2ccc(Cl)cc2)CC1=O (configuration not stated)	3	3	-3	11	-2
24	Cc1ccc(S(=O)(=O)N2C[C@H]3C(=O)C[C@@H](c4ccccc4)N(S(=O)(=O)c4ccc(C)cc4)[C@H]3C[C@H]2c2cccc3ccccc23)cc1	5	2	9	6	-3
25	COC(=O)c1ccccc1S(=O)(=O)N1CCC(C(=O)OCc2ccc([N+](=O)[O-])cc2)CC1	-2	0	1	-1	-3
26	Nc1ccc(Cc2ccccn2)cc1	3	8	-1	0	-2
27	COc1cccc(CNCC(O)COc2ccc(C(=O)c3ccccc3)cc2)c1 (configuration not stated)	6	0	1	15	-3
28	Cc1cccc(-c2cccc3[nH]c4c(c23)CCN2C(=O)[C@H]3[C@H](C)ON(C)[C@H]3C[C@@H]42)c1	5	9	11	4	0
29	c1ccc2c3c([nH]c2c1)C1(CCCCC1)NCC3	-3	3	1	-10	-1
30	Nn1cnnc1N/N=C/c1cc([N+](=O)[O-])c(Cl)cc1Cl	0	-2	9	-7	-1

entry	GC-B act	HTRA1 inh	PG9 Ab binder	mABHD4 FP	ARFGAP1 inhibitor
21	-5	-11	-2.5	-3	3
22	3	11	-4.5	9	1
23	-11	-19	0.9	-6	-14
24	6	x	-0.9	-6	-5
25	-2	-4	2.8	-4	-9
26	2	-3	0.4	1	9
27	-4	-13	-0.4	5	12
28	11	x	0.3	5	4
29	4	-1	0.2	-3	-10
30	-4	6	3.0	-14	5

Remaining list, next part.
entry	SMILES	NR1D1 modulator	NPR1 activator	rCAG RNA binder	ASAP1 inh	SMARCA2 activ
31	O=C(Cn1nc2ccccc2n1)N/N=C/c1cc(Cl)cc([N+](=O)[O-])c1O	11	-1	24	-6	0
32	Cc1ccc(C(=O)OCC(=O)c2c[nH]c3ccccc23)cc1	-4	-3	9	-8	4
33	Cc1ccc(S(=O)(=O)NNC(=O)c2ccncc2)cc1	8	1	-2	-2	0
34	Cc1cccc(Oc2nc(CN3CCOCC3)nc3sc4c(c23)CCCC4)c1	-1	-1	-4	1	0
35	CN(C(=O)c1coc(=O)c2ccccc12)c1ccc(Br)cc1	-2	-33	-4	-4	-1
36	N#CC(C#N)=C1SC(=Nc2ccccc2)C(=Nc2ccccc2)N1c1ccccc1	-5	0	5	2	14*
37	COC(=O)CCn1nnc(-c2ccc(C)cc2)n1	1	3	1	1	2
38	Cc1nnc(SCC(=O)Nc2sc3c(c2C(N)=O)CCC(C)C3)[nH]c1=O (configuration not stated)	-8	-1	15	3	2
39	CN(C(=O)c1cccc(NC(=O)Cc2cccc(NC(=O)C3CCCN(C(=O)C4CCCCC4)C3)c2)c1)C1CCC1 (configuration not stated)	1	1	3	0	-3
40	O=C(CSc1ccccc1)Nc1ccccc1C(=O)N1CCCC1	2	1	-1	6	1

entry	GC-B act	HTRA1 inh	PG9 Ab binder	mABHD4 FP	ARFGAP1 inhibitor
31	3	15	0.3	9	2
32	-7	-14	0.7	-3	-8
33	0	5	-0.7	6	-1
34	1	-10	-0.3	5	-9
35	-13	4	-0.4	0	6
36	-1	2	1.1	-7	-11
37	11	-6	-1.4	2	3
38	3	10	-2.1	8	5
39	3	-7	1.1	-3	-1
40	-4	2	-2.4	-6	0

An excerpt from above in order of SMILES length, rising:
entry	SMILES	NR1D1 modulator	NPR1 activator	rCAG RNA binder	ASAP1 inh	SMARCA2 activ
3	O=C(NCCCn1ccnc1)c1cc(C2CC2)on1	-2	1	2	4	-2
30	Nn1cnnc1N/N=C/c1cc([N+](=O)[O-])c(Cl)cc1Cl	0	-2	9	-7	-1
10	COc1cc(OC)c(/C=N/NC(=O)COc2cccc3cccnc23)c(OC)c1	-6	-2	-2	-7	-1
11	COc1ccc(NC(=O)CN(C)CC(=O)Nc2ccc(Cl)cc2[N+](=O)[O-])cc1	0	-1	-1	-6	1

entry	GC-B act	HTRA1 inh	PG9 Ab binder	mABHD4 FP	ARFGAP1 inhibitor
3	4	0	1.7	1	7
30	-4	6	3.0	-14	5
10	1	-4	-2.5	8	0
11	-2	-5	4.1	6	-4

(further entries)
entry	SMILES	NR1D1 modulator	NPR1 activator	rCAG RNA binder	ASAP1 inh	SMARCA2 activ
41	O=C(CC(NCCN1CCOCC1)C(=O)O)Nc1cccc(Cl)c1 (configuration not stated)	4	4	4	-5	3
42	Nc1cc(=O)c2[nH]cnc2[nH]1	-2	2	-1	-3	5
43	CC(NC(=O)COC(=O)CCC(=O)c1ccc(F)cc1)c1ccccc1 (configuration not stated)	1	-4	1	-4	0
44	CCC(Sc1ncccn1)C(=O)Nc1cc(C)on1 (configuration not stated)	-5	3	-1	7	-2
45	COc1ccc(CN2CCC2(C)C(=O)Nc2ccc(OC)c(OC)c2)cc1 (configuration not stated)	-4	3	-1	0	-4
46	COCCN(Cc1cc2cc3c(cc2n2nnnc12)OCO3)C(=O)c1ccccc1F	-2	-2	-3	-11	-3
47	O=C(Nc1nc(-c2ccc(Cl)cc2)cs1)c1cccnc1	7	6	2	12	-4
48	CCCn1c2ccccc2c2cn[nH]c(=O)c21	16	0	0	-4	1
49	CC(C)c1ccc(C2NC(=S)NC3=C2C(=O)CCC3)cc1 (configuration not stated)	1	50*	-3	3	-2
50	COc1ccccc1NC(=O)Nc1nc(CC(=O)Nc2ccc(F)cc2)cs1	-1	1	13	-4	-2

entry	GC-B act	HTRA1 inh	PG9 Ab binder	mABHD4 FP	ARFGAP1 inhibitor
41	-5	-4	1.0	4	9
42	0	-45	-0.9	5	-3
43	-3	1	-1.7	-5	-5
44	9	3	1.1	3	-13
45	3	x	0.9	-6	-15
46	-2	4	0.1	-2	2
47	-4	0	1.6	-2	22
48	6	1	-1.6	-1	-1
49	1	-1	0.6	0	2
50	2	-28	-0.1	0	-2
